# Source: PubChem BioAssay (several laboratories)
# NOD2 inhibition: inhibition of NOD2-driven NF-kB reporter – cell-based, luminescence, uHTS, HEK293 (AID 1566); HEK293 NOD2/NF-kB luciferase reporter, luminescence; higher % means a stronger effect; one-dose inhibition, % at 4 µM; EC50 in µM for titrated hits; 0.63% of 290,000 active; further: many of its hits are not listed in these tables
# KOR beta-arrestin-1: kappa opioid receptor blockers – cell-based, luminescence, uHTS (AID 1778). KOR beta-arrestin recruitment, luminescence, antagonist mode; higher % means a stronger effect. inhibition, % at 10 µM; hits with a dose series show IC50 in µM. 0.091% of 290,000 active; further: strong numbers were not always called active
# Yfh1-depleted yeast: mitochondrial function rescue without frataxin homolog – Friedreich's ataxia, plus single-dose screen, dose response (AID 1465); S. cerevisiae Yfh1-off respiration, WST-1 reduction, 72 h; higher fold induction means a stronger effect; one-dose fold induction at 50 µM; EC50 in µM for titrated hits; 0.074% of 220,000 active;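 active means fold induction of absorbance versus untreated yeast above a set limit, then at least 30% activation at any dose in follow-up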;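 further: activators that raise dye reduction in frataxin-depleted yeast; strong numbers were not always called active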
# NOD1 inhibition: NOD1 signaling inhibitors, primary screen, cell-based, luminescence, uHTS (AID 1578); 1% of 290,000 active; one-dose inhibition, % at 4 µM; EC50 in µM for titrated hits; NOD1-driven NF-kB luciferase reporter cells, luminescence; higher % means a stronger effect; in the data active means inhibition mostly above about 36%, no sharp cut-off; inactive means mostly below about 34%;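 further: HEK-293T reporter cells stimulated with the NOD1 agonist gamma-tri-DAP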
# KOR beta-arrestin-2: KOR agonists, beta-arrestin recruitment, primary screen, cell-based, luminescence, uHTS (AID 1777) | 0.02% of 280,000 active | KOR beta-arrestin recruitment, luminescence; higher % means a stronger effect | activation, % at 10 µM, or EC50 in µM where a hit was titrated; in the data active means activation above about 50%, passing the limit was not always enough; further: a part of the inactive calls stands beside numbers as strong as those of hits
# TNAP activation fold: human TNAP enzyme activators, primary screen, biochemical, luminescent, no phosphate acceptor, uHTS (AID 1001); purified TNAP, luminescent activation assay, no phosphate acceptor; higher activation fold means a stronger effect; activation fold at 20 µM; hits with a dose series show EC50 in µM; 0.03% of 200,000 active; in the data active means activation fold from about 3, or a potency from the dose series; inactive means the rest, 99 in 100 with activation fold below about 1.6; further: many of its hits are not listed in these tables
# GPR55 beta-arrestin: selective activators of receptor GPR55 – imaging, U2OS cells, beta-arrestin-GFP redistribution, primary screen (AID 1961) | U2OS GPR55 beta-arrestin-GFP redistribution imaging; higher % means a stronger effect | one-dose activation, % at 10 µM; EC50 in µM for titrated hits | 0.048% of 290,000 active;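 active means activation above 40% with more than 50 cells counted in the well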;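 further: U2OS osteosarcoma cells stably expressing GPR55 and beta-arrestin-GFP; plate controls were DMSO negative control for no effect and LPI positive control for full effect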
# NTR1 ag: NTR1-driven beta-arrestin-GFP spot formation – imaging, U2OS cells, high content, primary screen (AID 493036) | P30989 | agonist mode | activation, % at 20 µM | 0.17% of 330,000 active;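 active means activation at or above 40% of the spot to cytoplasm intensity ratio, with at least 20 cells analyzed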;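 further: 0% = DMSO without peptide and 100% = 100 nM NTR1 peptide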
# Target sequence (P30989 whole entry, looked up): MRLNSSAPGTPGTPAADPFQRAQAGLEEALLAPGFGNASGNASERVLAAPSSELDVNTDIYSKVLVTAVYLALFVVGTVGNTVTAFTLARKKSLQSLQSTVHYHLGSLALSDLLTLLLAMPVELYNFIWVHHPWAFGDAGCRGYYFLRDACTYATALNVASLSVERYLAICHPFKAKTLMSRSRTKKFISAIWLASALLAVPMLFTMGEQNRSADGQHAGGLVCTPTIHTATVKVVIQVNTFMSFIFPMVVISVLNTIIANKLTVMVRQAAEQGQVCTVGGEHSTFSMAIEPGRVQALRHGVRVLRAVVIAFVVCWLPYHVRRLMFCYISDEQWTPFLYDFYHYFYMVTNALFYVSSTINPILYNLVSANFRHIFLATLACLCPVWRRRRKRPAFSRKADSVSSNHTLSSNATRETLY
# CSM14.1 death rescue: protection against thapsigargin-triggered cell killing – 384-well, CSM14.1, ATP luminescence, primary screen (AID 1222); CSM14.1 thapsigargin-induced death rescue, ATP luminescence; higher % means a stronger effect; one-dose cellular ATP content (survival), % at 20 µM; EC50 in µM for titrated hits; 190,000 tested, under 10 active;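 active means EC50 below 50 µM in the dose-response confirmation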;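 further: death triggered by thapsigargin at about 15 µM added after 2 h compound pretreatment; cell ATP read after overnight thapsigargin exposure of roughly 18 to 22 hours; normalized against plate controls of thapsigargin alone and 5% DMSO vehicle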
# NTR1 ag cell count 20 µM: further read-out of NTR1 ag, marked with its call; cell count; measured here: cell count, cytotoxicity flag
# Starred values were filed as active, the others as inactive; i = inactive; · = no result given; [ ] = another dose, or the depositor's remark. Unless noted, no stated cut-off is given here; in the data, active means inhibition above about 50%; inactive means the rest.
# Sample of the layout:
SMILES,NOD2 inhibition,KOR beta-arrestin-1,Yfh1-depleted yeast,NOD1 inhibition,KOR beta-arrestin-2,TNAP activation fold,GPR55 beta-arrestin,NTR1 ag,NTR1 ag cell count 20 µM,CSM14.1 death rescue
CCOC(=O)c1c(NC(=O)C2CCCCC2C(=O)O)sc2c1CCCCC2 (stereo not drawn),28%,-20%,i,14%,2.5%,1.1,-0.2%,3.2,31,-1.5%
CCOC(=O)N1CCN(C(=O)CN(c2ccccc2OC)S(=O)(=O)c2ccc(OC)cc2)CC1,1%,4%,i,-19%,-1.5%,1.1,1.1%,0.8,39,2.4%
CCSc1nc(O)cc(=O)n1-c1ccc(OC)cc1,2%,27%,i,9%,-1.8%,1.2,-0.2%,-0.5,49,1.5%
Cc1nn(Cc2c(F)cccc2Cl)c(=O)c2ccccc12,18%,2%,·,-7%,-3.5%,·,0.4%,1.5,56,·
CCN1CCN(CCNC(=O)c2ccc3c(c2)N(Cc2ccc(F)cc2)C(=O)c2ccccc2S3=O)CC1 (stereo not drawn),2%,0%,·,19%,-4.3%,·,0.2%,1.3,67,·
COc1cc(S(=O)(=O)N2CCCCC2)ccc1NC(C)=O,1%,-2%,i,-6%,-1.8%,1.2,0.3%,1.0,77,0.0%

# This part in full (from the top)
SMILES,NOD2 inhibition,KOR beta-arrestin-1,Yfh1-depleted yeast,NOD1 inhibition,KOR beta-arrestin-2,TNAP activation fold,GPR55 beta-arrestin,NTR1 ag,NTR1 ag cell count 20 µM,CSM14.1 death rescue
CCOC(=O)c1c(NC(=O)C2CCCCC2C(=O)O)sc2c1CCCCC2 (stereo not drawn),28%,-20%,i,14%,2.5%,1.1,-0.2%,3.2,31,-1.5%
CCOC(=O)N1CCN(C(=O)CN(c2ccccc2OC)S(=O)(=O)c2ccc(OC)cc2)CC1,1%,4%,i,-19%,-1.5%,1.1,1.1%,0.8,39,2.4%
CCSc1nc(O)cc(=O)n1-c1ccc(OC)cc1,2%,27%,i,9%,-1.8%,1.2,-0.2%,-0.5,49,1.5%
Cc1nn(Cc2c(F)cccc2Cl)c(=O)c2ccccc12,18%,2%,·,-7%,-3.5%,·,0.4%,1.5,56,·
CCN1CCN(CCNC(=O)c2ccc3c(c2)N(Cc2ccc(F)cc2)C(=O)c2ccccc2S3=O)CC1 (stereo not drawn),2%,0%,·,19%,-4.3%,·,0.2%,1.3,67,·
COc1cc(S(=O)(=O)N2CCCCC2)ccc1NC(C)=O,1%,-2%,i,-6%,-1.8%,1.2,0.3%,1.0,77,0.0%
COC(=O)c1c(C)noc1-c1ccc(Cl)cc1,-6%,14%,i,-8%,0.3%,·,0.1%,0.1,58,·
O=C(COC(=O)C12CC3CC(CC(C3)C1)C2)Nc1nccs1,33%,-84%[20 µM],i,-6%,·,1.1,0.2%,2.0,30,3.7%
O=C(NCCCN1CCOCC1)c1ccc(CS(=O)(=O)c2cccc(C(F)(F)F)c2)o1,8%,25%,i,-15%,0.0%,1,-0.1%,2.6,80,-0.5%
C=CCSc1nnc(-c2cc(Br)ccc2N)c(=O)[nH]1,15%,-40%,i,-9%,-3.2%,1.1,0.3%,9.9,41,1.3%
CCOC(=O)c1cc(C(C)=O)n2ccccc12,-3%,-11%,i,5%,0.3%,1.1,0.0%,1.7,44,-1.5%
Cc1ccc(C(=O)CN(Cc2ccccc2)C2=NCCS2)cc1,13%,9%,i,-9%,-2.9%,1.1,0.2%,1.5,75,-0.8%
COc1ccccc1N1CCN(c2ccc(N3C(=O)CCC3=O)cc2[N+](=O)[O-])CC1,11%,-14%,i,-31%,0.1%,1,0.0%,1.9,47,1.5%
NNC(=O)c1cccc(COc2ccccc2Br)c1,-146%,22%,·,-78%,-4.1%,1.1,0.0%,-2.3,48,-2.2%
O=Cc1cn(Cc2ccccc2)nc1-c1cccnc1,0%,8%,i,-37%,-3.0%,0.9,-0.2%,-0.9,70,-0.1%
COCC1CCN(C(=O)C2CCC(=O)N(CC3CCCCC3)C2)CC1 (stereo not drawn),11%,-4%,·,-1%,1.7%,·,-0.1%,2.1,45,·
Cc1cc(C)nc(CCNC(=O)CC2C(=O)NCCN2Cc2ccccc2)n1 (stereo not drawn),12%,20%,·,-14%,-3.1%,·,-0.1%,-0.2,51,·
COc1cc(OC)c(NC(=O)N2CCOCC2)cc1Cl,1%,3%,·,19%,1.0%,·,1.0%,0.4,58,·
O=C(Cn1ccc([N+](=O)[O-])n1)NCC1CCCO1 (stereo not drawn),11%,6%,·,-6%,-3.4%,·,-0.1%,0.5,51,·
CCn1nc(C)c(C2C(C#N)=C(N)OC3=C2C(=O)CC(C)(C)C3)c1C (stereo not drawn),8%,-8%,i,-21%,4.4%,1.1,0.1%,-1.3,68,-1.1%
O=C(NCCc1nc2ccccc2[nH]1)c1ccc(Cl)c([N+](=O)[O-])c1,9%,6%,i,-22%,5.6%,1,-0.3%,-0.1,44,-0.8%
O=C(CCCCCCCCC(=O)N/N=C/c1ccco1)N/N=C/c1ccco1,8%,15%,i,-10%,3.9%,1.1,-0.4%,3.2,70,-2.2%
Nc1ccc(-n2cnc3cc([N+](=O)[O-])ccc32)cc1,-14%,24%,i,-27%,-1.4%,1.1,-0.1%,-0.2,58,3.0%
CN(CCCNC(=O)Cn1c(=O)c2cccn2c2ccccc21)Cc1ccccc1,10%,1%,·,-17%,7.9%,·,-0.4%,0.4,76,·
Cc1c(NC(=O)CNCc2ccc3c(c2)OCO3)c(=O)n(-c2ccccc2)n1C,15%,11%,i,-4%,-1.2%,·,-1.9%,2.3,58,·
# (next part)
SMILES,NOD2 inhibition,KOR beta-arrestin-1,Yfh1-depleted yeast,NOD1 inhibition,KOR beta-arrestin-2,TNAP activation fold,GPR55 beta-arrestin,NTR1 ag,NTR1 ag cell count 20 µM,CSM14.1 death rescue
O=C(CN1C(=O)CSc2ccccc21)Nc1ccccc1C(=O)N1CCOCC1,-2%,-29%,i,-16%,-4.4%,1.1,-0.1%,2.8,75,-1.5%
Cc1nc(N)c(Cc2ccc(Cl)cc2Cl)c(N)n1,19%,-3%,i,26%,-6.9%,1.1,-0.3%,0.8,106,-0.5%
CSc1nncc(=O)[nH]1,5%,20%,i,-15%,-1.1%,1.1,-0.2%,1.6,69,-3.5%
CC(=O)Nc1ccc(NC(=O)C(C)OC(=O)c2ccc(OCc3c(C)noc3C)cc2)cc1 (stereo not drawn),-1%,16%,i,-19%,-4.1%,1.1,0.3%,-2.2,65,4.5%
CC(C)(C)OC(=O)NCCc1nnc(SCc2ccccc2)o1,17%,-12%,i,-10%,-0.8%,·,0.2%,0.7,35,·
CCC(NC(=O)OCc1ccccc1)C(=O)Oc1ccc2ccc(=O)oc2c1 (stereo not drawn),-1%,-46%,·,-19%,3.1%,·,0.6%,-0.5,99,·
CC(=O)c1cc(C#N)c(SCC(=O)C(C)(C)C)nc1C,-88%,-17%,i,-75%,-1.7%,0.9,-0.2%,4.1,69,-2.9%
COC(=O)c1ccc(C(c2c(C)[nH][nH]c2=O)c2c(C)[nH][nH]c2=O)cc1,-18%,0%,·,-12%,1.8%,·,-0.1%,0.1,59,·
COc1cc([N+](=O)[O-])ccc1NC(=O)Nc1cnccn1,6%,-7%,·,5%,2.8%,·,-0.1%,-0.2,63,·
CCCCNCCCOc1cccc(Cl)c1Cl,-19%,16%,i,-33%,8.3%,1.1,0.2%,1.4,43,-4.9%
CCOc1ccc(S(=O)(=O)N/N=C(\C)c2ccc(OC)cc2OC)cc1,3%,-6%,i,-26%,-3.5%,1,-0.4%,0.2,36,-0.4%
CCc1ccc(CNC(=O)C2CCCN(c3nc4ccccc4o3)C2)cc1 (stereo not drawn),8%,-25%,i,1%,-5.1%,2.1,-0.2%,-0.2,65,3.3%
Cc1ccc(/C=C(/NC(=O)c2ccccc2)C(=O)NC(Cc2c[nH]c3ccccc23)C(=O)O)cc1 (stereo not drawn),9%,18%,·,-10%,-0.8%,·,-0.1%,0.8,45,·
O=C(N/N=C/c1ccc(Cl)cc1Cl)C1CCN(c2ncc(C(F)(F)F)cc2Cl)CC1,3%,-36%,i,10%,6.6%,1,0.0%,·,·,-1.7%
CC1=C(C(=O)Nc2ccc([N+](=O)[O-])cc2)C(c2cccc(C(F)(F)F)c2)NC(=S)N1c1ccccc1 (stereo not drawn),-7%,-23%,i,-11%,1.1%,1,0.0%,21,98,-1.3%
CCOc1ccc(N(CC(=O)Nc2ccc(C)cc2C)S(C)(=O)=O)cc1,-4%,-50%[20 µM],·,39%,5.1%,·,-0.3%,3.2,56,·
CC(/C=N/n1c(-c2ccc(Cl)cc2)n[nH]c1=S)=C\c1ccco1,-6%,-13%,i,-11%,-1.6%,0.6,0.6%,1.6,38,-5.0%
COc1ccc(CCN(Cc2cc3cccc(C)c3n3nnnc23)C(=O)c2ccncc2)cc1OC,11%,-57%[20 µM],i,-22%,·,1.1,-0.1%,1.0,43,-0.9%
CCCCN(C(=O)c1cc(OC)c(OC)c(OC)c1)C1=CC2CCC(C1)N2C (stereo not drawn),-7%,-7%,i,-4%,4.3%,1.1,-0.1%,-0.3,61,1.6%
Cc1ccc(NC(=O)C2C3CCC(O3)C2C(=O)O)cc1C (stereo not drawn),4%,3%,·,-29%,1.0%,·,-0.2%,-0.1,75,·
COc1ccc(N2CCN(C(=O)c3ccncc3)CC2)cc1,-8%,20%,i,8%,-9.3%,1.1,-0.1%,-1.9,69,-1.5%
COc1ccc(S(=O)(=O)NCc2ccc3c(c2)OCO3)cc1C(=O)O,-1%,17%,i,·,6.9%,1.1,-0.1%,-0.6,85,-1.9%
Cc1c(NC(=S)Nc2cccc(Cl)c2)c(=O)n(-c2ccccc2)n1C,-7%,7%,i,-29%,5.0%,1.1,-0.2%,-0.9,45,-0.1%
Cc1cccc(NC(=S)NC2CCCC2)c1,5%,-2%,i,14%,1.4%,1,0.9%,-0.8,58,-2.5%
CCCS(=O)(=O)Nc1c(C(=O)O)[nH]c2ccc(OC)cc12,-6%,6%,i,-14%,4.7%,·,-0.3%,0.6,56,·
CCOC(=O)Cn1c(=NC(=O)C(C)C)sc2c(C)cc(C)cc21,-6%,7%,i,25%,0.8%,·,1.5%,3.1,53,·
COC(=O)[C@@H]1C[C@@H]2CC[C@@H](O)C[C@@H]2N1Cc1ccc(C(F)(F)F)cc1,-14%,23%,i,-1%,-1.2%,·,-0.1%,-6.7,81,·
Cc1cc(NC(=O)Nc2ccccc2[N+](=O)[O-])n(C)n1,7%,21%,·,-10%,-5.2%,·,-0.2%,0.1,95,·
CCOC(=O)C1(CCc2ccccc2)CCN(C(=O)CN2CCOC2=O)CC1,-8%,8%[20 µM],i,-12%,·,1.2,-0.1%,1.5,34,-1.6%

# Only part of the results is shown. The share of hits here may be higher or lower than overall.
